From PubChem BioAssay
CHO parental Ca: counter-screen: ATP calcium response change in parental CHO cells; parental CHO-K1, ATP-induced calcium, Fluo-8 fluorescence; inhibition, % at 5.6 µM; 330,000 compounds, 0.63% hits; AID 463079;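 active = inhibition above that plate's mean sample inhibition plus 3 SD, cut at about 26% in these data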;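 also: 0% = ATP-challenged DMSO wells and 100% = DMSO wells without ATP; some compounds past the cut are filed as inactive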
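Test system: untransfected parental CHO cell line. Compound: one dose, 5.6 µM nominal. Detection: intracellular calcium via Fluo-8 no-wash fluorescent dye. Measure: % inhibition. Benchmarks: ATP-challenged DMSO wells low, unchallenged DMSO wells high.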
OXTR potentiate: human OXTR potentiation | P30559 | CHO-OTR cells, Fluo-8 calcium fluorescence, potentiator mode; 0% = oxytocin EC15, 100% = EC100 | activation, % at 3 µM | 320,000 compounds, 0.061% hits | AID 2445;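 active = activation above that plate's cutoff, the mean activation of tested compounds plus 3 SD, cut at about 6.6% in these data, passing the limit was not always enough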;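 also: 100% uses oxytocin at 75 nM as the full agonist control; some results filed as inactive read as strong as hits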
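assay system = CHO-OTR cells, human receptor | schedule = compound 6 min at room temperature before oxytocin, 100 s read | detection = Fluo-8 intracellular calcium fluorescence, ex 470-495, em 515-575 nm | evaluation = normalized max/min fluorescence ratio, % activation | control set = EC15 oxytocin alone as 0%, 75 nM oxytocin (EC100) as 100%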
OXTR agonist: human OXTR agonism. 320,000 compounds, 0.32% hits. CHO-OTR cells, Fluo-8 calcium fluorescence; normalized: DMSO 0%, oxytocin 100%. P30559. activation, % at 3 µM;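 active = activation above the mean of all tested compounds plus 3 SD, cutoff set per screening run, cut at about 20% in these data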;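 also: peak over basal fluorescence ratio from a 100 s FLIPR kinetic read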
CHRM1 antagonist: blocks human M1 muscarinic receptor | P11229 | CHO-K1 hM1, Fluo-8 calcium fluorescence, ACh EC80 antagonist | 360,000 compounds, 1.3% hits | inhibition, % at 3 µM;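 active = percent inhibition above its own plate's cutoff, namely the mean of that plate's compound wells plus 3 SD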;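 also: peak over basal fluorescence ratio during 140 s after agonist addition; 0% = ACh EC80 plus DMSO and 100% = DMSO alone without agonist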
Target sequence (P11229 whole entry, looked up): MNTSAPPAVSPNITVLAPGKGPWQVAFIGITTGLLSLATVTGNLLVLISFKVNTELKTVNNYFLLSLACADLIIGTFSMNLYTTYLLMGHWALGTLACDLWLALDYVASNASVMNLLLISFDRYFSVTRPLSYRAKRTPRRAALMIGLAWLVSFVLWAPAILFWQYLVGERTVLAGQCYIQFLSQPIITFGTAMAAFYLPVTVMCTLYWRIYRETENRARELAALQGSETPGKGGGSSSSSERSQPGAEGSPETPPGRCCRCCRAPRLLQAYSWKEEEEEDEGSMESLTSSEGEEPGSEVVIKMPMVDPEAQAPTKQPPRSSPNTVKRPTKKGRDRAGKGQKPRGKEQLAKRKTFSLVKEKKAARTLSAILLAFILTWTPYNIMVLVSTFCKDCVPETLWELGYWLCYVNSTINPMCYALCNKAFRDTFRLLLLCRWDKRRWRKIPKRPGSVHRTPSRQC
TAAR1 antagonist: human TAAR1 antagonism. Q96RJ0. CHO RD-HGA16 TAAR1, Fluo-8 calcium fluorescence, antagonist. inhibition, % at 3 µM. 360,000 compounds, 1.5% hits;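 active = inhibition above a per-plate cutoff, the mean inhibition of test compounds on that plate plus 3 SD, cut at about 49% in these data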;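 also: 0% = DMSO plus EC80 beta-PEA response and 100% = DMSO alone without agonist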
Target sequence (Q96RJ0 whole entry, looked up): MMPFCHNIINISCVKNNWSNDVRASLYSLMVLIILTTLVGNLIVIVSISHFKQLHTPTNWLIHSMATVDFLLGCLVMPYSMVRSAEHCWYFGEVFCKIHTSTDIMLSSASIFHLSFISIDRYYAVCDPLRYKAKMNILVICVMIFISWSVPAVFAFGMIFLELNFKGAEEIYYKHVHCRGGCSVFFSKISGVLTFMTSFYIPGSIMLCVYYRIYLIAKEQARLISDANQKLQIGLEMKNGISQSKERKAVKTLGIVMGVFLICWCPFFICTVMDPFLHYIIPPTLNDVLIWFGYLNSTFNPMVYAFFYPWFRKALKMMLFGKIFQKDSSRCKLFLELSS
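Test system: CHO RD-HGA16 cells bearing hTAAR1 | Reagent: β-PEA, EC80 | Compound dosing: 3 µM, single point | Schedule: Dye loading 75 min at 37 °C, then 30 min room temperature | Signal: Calcium fluorescence with Fluo-8 | Evaluation: Percent inhibition of PEA-evoked calcium signal, max/basal emission ratio | Control set: DMSO-only wells and EC80 β-PEA-stimulated wells | Repeats: Singlicate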
M1 ag: agonists of human M1 muscarinic receptor; P11229; CHO-K1 hM1, Fluo-8 calcium fluorescence, agonist mode; 0% DMSO, 100% acetylcholine EC100; activation, % at 3 µM; 360,000 compounds, 0.33% hits;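 active = activation above the run's mean compound activation plus 3 SD, cut at about 16% in these data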;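 also: peak over basal fluorescence ratio within a 140 s kinetic read after compound addition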
TAAR1 ag: human TAAR1 agonism | CHO RD-HGA16 TAAR1, Fluo-8 calcium fluorescence; vehicle wells 0%, saturating PEA agonist 100% | Q96RJ0 | activation, % at 3 µM | 360,000 compounds, 0.99% hits;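 active = activation above the mean activation of all test compounds in the run plus 3 SD, cut at about 38% in these data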
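System: CHO-derived RD-HGA16 cells with stable Gα16 and human TAAR1 / Times: 17-24 h plating, Fluo-8 75 min 37 °C, 30 min RT / Technique: calcium-sensitive Fluo-8 signal, excitation 470-495, emission 515-575 nm / Measure: % activation relative to PEA EC100 response / Benchmarks: DMSO and PEA EC100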
V1R ag counter: counter-screen for oxytocin receptor agonists: human V1a receptor agonists; activation, % at 3 µM; 320,000 compounds, 0.25% hits; CHO-V1R cells, Fluo-8 calcium fluorescence, agonist mode; 0% DMSO, 100% 3 nM vasopressin;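 active = activation above the mean activation of all tested compounds plus 3 SD, per screening run, cut at about 20% in these data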;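 also: signal is peak over basal fluorescence ratio across a 100 second FLIPR read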
CHRM1 PAM: potentiates human M1 receptor response to acetylcholine. P11229. CHO-K1 hM1, Fluo-8 calcium fluorescence, ACh EC20; 0% = ACh EC20, 100% = maximal ACh. activation, % at 3 µM. 360,000 compounds, 0.088% hits. AID 588819; in the data active = activation above about 19%, passing the limit was not always enough
Active calls of the source: *; . = no result given; & = joins results of further samples.

SMILES	CHO parental Ca	OXTR potentiate	OXTR agonist	CHRM1 antagonist	TAAR1 antagonist	M1 ag	TAAR1 ag	V1R ag counter	CHRM1 PAM
COc1ccccc1NCCC(=O)OCC(=O)NC1CCCCCC1	-18	-1	-1.4	-1	-21	-8	0	-1.2	5
CCN(CC)S(=O)(=O)c1cc(NC(=O)C(C)N(C)CC(=O)Nc2c(C)cccc2C)ccc1C (configuration not stated)	-18	-12	0.0	0	-35	-7	13	2.3	1
COc1ccc(CCNC(=O)c2ccc(CN3CCC(Cc4ccccc4)CC3)cc2)cc1OC	-10	-4	1.4	48*	-7	-7	2	1.4	-26
COc1ccc(N(C(=O)c2ccc(F)cc2)C2=CC3CCC(C2)N3C)cc1 (configuration not stated)	-5	2	1.4	-6	-21	-4	3	1.3	4
CCC1=NN(C(=O)c2ccccc2[N+](=O)[O-])C(O)(c2ccccc2)C1 (configuration not stated)	.	.	.	-3	10	-5	2	.	2
CCc1nc2ccc(C(=O)N(C)C(C)C)cn2c1N(CCC(C)C)CCN(C)C	.	.	.	-17	-10	-4	4	.	4
COc1ccc(NC(=O)CNC(=O)c2c(C)nn(C)c2Cl)cc1	10	-9	-2.8	1	-19	-4	0	0.6	-1
COc1ccc(NC(=O)CSc2nnnn2C)cc1	-9	-8	0.8	-6	-5	-5	3	0.4	8
CC(C)(C)C(=O)/C=C(\N)c1ccccn1	10	-6	0.3	-6	6	-2	-1	-0.2	5
Cc1cc2c(Nc3ccc(O)cc3)ncnc2s1	.	.	.	-6	-1	-11	5	.	3
Cc1ccc(-c2nnc(SCC(=O)CC(=O)Nc3ccccc3)n2-c2ccccc2)cc1	-4	-1	-0.7	-1	20	-5	9	-0.6	-5
N=c1c(C(=O)NCCN2CCOCC2)cc2c(=O)n3ccccc3nc2n1CCc1ccccc1	-7	-6	0.4	0	-13	-5	16	0.4	-5
CCc1ccc(S(=O)(=O)NCCc2csc(-c3ccccc3)n2)s1	-1	-8	2.9	16	34	-2	7	4.4	-11
CCOc1ccccc1N1CCN(CC(=O)Nc2nnc(CC)s2)CC1	-15	-8	-1.1	-14	22	-1	22	0.0	1
CCCc1nnc(NC(=O)CCC(=O)N2CCC(Cc3ccccc3)CC2)s1	-18	-4	-0.7	-18	-25	2	3	-0.1	17
O=C(CSc1nc2ccccc2o1)Nc1ccccc1	-7	-8	0.6	-7	3	-2	20	0.7	6
Cc1nnc(NC(=O)C2=COCCO2)s1	27	-6	0.9	-2	-21	-2	0	0.1	4
CN(C)CCN(Cc1ccco1)C(=O)c1oc2ccccc2c1NC(=O)COc1ccccc1	-29	-12	6.1	9	38	1	14	3.5	-4
COc1ccc(CN2C(=O)C(Cc3ccccc3)Nc3ncnc(N4CCOCC4)c32)cc1 (configuration not stated)	-14	-12	1.3	-9&-4	-19	-4&-2	3	1.4	3&4
CC1C2=C(CC(C)(C)CC2=O)NC2=C1C(=O)CC(C)(C)C2	1	-10	-0.2	-4	11	-3	4	0.3	7
O=C(Nc1c[nH]c(=O)[nH]c1=O)c1cccc([N+](=O)[O-])c1	.	.	.	-25	-6	3	-2	.	19
CC(C)CN(C(=O)COC(=O)c1c(Cl)ccc(Cl)c1Cl)C1CCS(=O)(=O)C1 (configuration not stated)	-6	-18	-0.3	12	1	-5	6	0.2	-4
CC1(C(=O)NS(=O)(=O)c2ccc3c(c2)CCO3)CCN1C(=O)CCC1CCCC1 (configuration not stated)	.	.	.	-25	-9	4	1	.	24
Cc1cc(NC(=O)c2ccc(NC(=O)C(C)Oc3ccccc3)cc2)no1 (configuration not stated)	-6	-6	4.5	9	3	-4	16	4.8	-7
COCCCN1C(=O)c2ccc(C(=O)OCC(=O)N(C)c3ccccc3)cc2C1=O	-3	-7	-0.6	-7	12	-10	1	1.5	13

Part of the list above, with each value named:
> Cc1cc2c(Nc3ccc(O)cc3)ncnc2s1
  CHO parental Ca: .
  OXTR potentiate: .
  OXTR agonist: .
  CHRM1 antagonist: -6
  TAAR1 antagonist: -1
  M1 ag: -11
  TAAR1 ag: 5
  V1R ag counter: .
  CHRM1 PAM: 3
> Cc1ccc(-c2nnc(SCC(=O)CC(=O)Nc3ccccc3)n2-c2ccccc2)cc1
  CHO parental Ca: -4
  OXTR potentiate: -1
  OXTR agonist: -0.7
  CHRM1 antagonist: -1
  TAAR1 antagonist: 20
  M1 ag: -5
  TAAR1 ag: 9
  V1R ag counter: -0.6
  CHRM1 PAM: -5
> N=c1c(C(=O)NCCN2CCOCC2)cc2c(=O)n3ccccc3nc2n1CCc1ccccc1
  CHO parental Ca: -7
  OXTR potentiate: -6
  OXTR agonist: 0.4
  CHRM1 antagonist: 0
  TAAR1 antagonist: -13
  M1 ag: -5
  TAAR1 ag: 16
  V1R ag counter: 0.4
  CHRM1 PAM: -5

(listing goes on)
SMILES	CHO parental Ca	OXTR potentiate	OXTR agonist	CHRM1 antagonist	TAAR1 antagonist	M1 ag	TAAR1 ag	V1R ag counter	CHRM1 PAM
O=C(NCC(=O)N(Cc1cccs1)C(C(=O)NC1CCCCC1)c1ccco1)c1ccco1 (configuration not stated)	-22	-7	-0.7	25	52*	0	18	-0.2	-14
O=C(C[C@H]1C/C=C\CCCC(=O)OC[C@H]2CCCN2C1=O)NCCO	1	-6	0.6	4	3	-4	9	1.7	-1
CCOC(=O)C1CCN(C(=O)c2cc3c(ccc4ccccc43)o2)CC1	-6	-6	0.5	-8	-21	-1	1	3.4	2
CCc1ccc(CNCCNCC(C)O)cc1 (configuration not stated)	-11	4	2.2	-7	10	-1	12	0.0	7
CCOn1c(=O)c(-c2ccc(OC)cc2)[n+]([O-])c2ccccc21	-19	-5	-1.3	-10	-2	-6	2	-0.3	2
Nc1nc(SCCN2C(=O)c3ccccc3C2=O)n[nH]1	-9	-2	0.5	-3	0	-2	0	1.1	0
Cc1ccccc1Nc1ncccc1C(=O)N1CCOCC1	-2	-2	0.5	-6	1	-5	14	-0.3	11
O=C(c1cnc(Cc2c[nH]c3ccccc23)c(I)c1)N1CCOCC1	.	.	.	-18	4	-7	3	.	2
Cc1ccnc(NS(=O)(=O)c2cnc(Cl)c(Br)c2)c1	-7	3	0.5	6	2	-5	1	0.7	-6
COc1ccc(-c2cnc3c(NC=O)cc(-c4ccc(S(C)(=O)=O)cc4)cn23)cc1OC	.	.	.	5	-42	-1	6	.	10
COc1ccc2cc(C(c3nnnn3C(C)(C)C)N3CCSCC3)c(=O)[nH]c2c1 (configuration not stated)	-4	-4	2.0	-4	-13	-2	2	0.9	3
COc1cccc(SCc2noc(C(=O)NC(C)C)c2C(=O)NC(C)C)c1	-20	-5	-2.6	-4	-11	-4	10	-1.3	11
O=C(NC(=S)NCc1cccnc1)c1cc(Br)ccc1Cl	-16	-9	-1.3	1	-20	2	-2	1.6	13
O=C(O)c1cccc(-n2sc3ccccc3c2=O)c1	-6	-4	0.9	-2	-10	-3	15	0.1	10
COCCNC(=O)Cn1c(=O)n(C)c2ccccc21	-9	-3	0.4	3	-3	-4	2	-0.7	-2
CCCNC(=O)N1CCN(Cc2ccco2)CC1	-6	2	0.3	-10	9	-1	7	0.3	12
COC(=O)CC1Oc2ccc(C)cc2NC1=O (configuration not stated)	1	1	0.6	-1	-15	-3	0	1.9	-5
C[C@H](NC(=O)c1nc[nH]c1C(=O)N1CCN(c2ccccc2)CC1)C(=O)OCc1ccccc1	-12	-12	0.5	-5	-13	-4	6	-0.2	2
CCN(CC)S(=O)(=O)c1cccc(C(=O)N/N=C/c2ccc(O)c(O)c2O)c1	-1	-7	-0.7	6	-9	-6	2	-0.8	26*
CCCCNC(=O)c1ccc(CNc2c(N3CCC(C(=O)OCC)CC3)c(=O)c2=O)cc1	-9	-2	0.6	-11&4	5&-14	0&-5	3&1	-0.7	9&3
O=C(CCSCc1ccc(Cl)cc1)NCCC1=CCCCC1	-9	-5	-1.7	.	0	.	4	0.0	.
O=C(C[N+]12CC[N+](CC(=O)c3ccc(F)cc3)(CC1)CC2)c1ccc(F)cc1	7	-13	3.1	-5	-7	-6	3	0.8	9
CSc1nc2nc3c(c(=O)n2[nH]1)CCC3	7	-23	0.6	-2	-5	-4	4	0.2	6
COc1ccc(-c2nc(CS(=O)CC(=O)NC(C)CCc3ccccc3)c(C)o2)cc1OC (configuration not stated)	-40	-3	-1.9	0	-47	0	3	2.3	5
COc1ccc(-n2c3c(cc(C(=O)N4CCCCC4)c2=O)C(=O)CC(C)(C)C3)cc1	7	3	1.0	-11	-2	-5	18	6.7	14
SMILES	CHO parental Ca	OXTR potentiate	OXTR agonist	CHRM1 antagonist	TAAR1 antagonist	M1 ag	TAAR1 ag	V1R ag counter	CHRM1 PAM
COCCCNC(=O)/C=C/c1ccc(OCc2c(F)cccc2Cl)cc1	-6	4	2.6	-9	-30	1	15	4.8	12
CN(C)/C=C1\C(=O)N(c2ccc(F)cc2F)C(c2cccnc2)S1(=O)=O (configuration not stated)	-2	-7	-1.0	-21	-23	0	9	0.7	17
Nc1c(S(=O)(=O)c2ccccc2)c2nc3ccccc3nc2n1CCN1CCOCC1	-14	-6	2.8	-2	-5	-4	4	2.1	2
C/C(N)=C(/C#N)C(=O)CSc1nc2ccccc2c(=O)n1CCCOC(C)C	-11	2	-0.2	-8	18	-4	3	-0.5	7
COc1ccc(C)cc1NC(=O)c1ccc(OCc2c(C)noc2C)cc1	-25	3	-1.9	-9	-28	-7	-1	-0.6	2
COc1ccc(C(=O)Nc2nnc(S(=O)(=O)N3CCOCC3)s2)cc1	-4	-2	0.2	-10	3	-1	-1	0.7	7

A draw from above in order of heavy-atom count, ascending:
SMILES	CHO parental Ca	OXTR potentiate	OXTR agonist	CHRM1 antagonist	TAAR1 antagonist	M1 ag	TAAR1 ag	V1R ag counter	CHRM1 PAM
COc1ccc(C)cc1NC(=O)c1ccc(OCc2c(C)noc2C)cc1	-25	3	-1.9	-9	-28	-7	-1	-0.6	2
C/C(N)=C(/C#N)C(=O)CSc1nc2ccccc2c(=O)n1CCCOC(C)C	-11	2	-0.2	-8	18	-4	3	-0.5	7
Nc1c(S(=O)(=O)c2ccccc2)c2nc3ccccc3nc2n1CCN1CCOCC1	-14	-6	2.8	-2	-5	-4	4	2.1	2

Compounds as they come (roughly 3.7% active in at least one column).
